# STAT3 blocker = inhibitors of IL-6 induced STAT3 signaling | U3A cells, IL-6 STAT3-luciferase reporter, luminescence; host cell line lacks STAT1 | AID 862 | inhibition, % at 5.5 µM | actives 0.89% (n = 190,000);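 active means inhibition above the mean inhibition across all screened compounds plus 3 SD, cut at about 44% in these data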;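 further: 0% = DMSO only wells and 100% = 100 µM nifuroxazide control wells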
# STAT1 act = STAT1 signaling activation. NIH 3T3 STAT1-luciferase reporter, IFN-gamma, luminescence; 100% = IFN-gamma alone, no compound. activation (% of control), % at 5.5 µM. actives 2.6% (n = 200,000). AID 932;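 active means activation above the screen-wide mean activation plus 3 SD, cut at about 130% in these data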;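 further: raw ratio to IFN-gamma control signal so 100% means no change and 0% no light; values of inactives mirror those of a sister screen read the other way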
# NF-kB expr up = NF-kB expression increase, human neuronal cells; NF-kB reporter expression; hits give high values; fold change at 12.5 µM; actives 1.6% (n = 190,000); in the data active means fold change above about 3.3
# FLuc inhib CS = Photinus pyralis luciferase inhibition counter-screen. P08659. ATPLite firefly luciferase biochemical luminescence, 10 min. inhibition, % at 10 µM. actives 1.5% (n = 200,000);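 active means inhibition above about 50% when tested at 10 µM, limit read from the data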
# Target sequence (P08659 whole entry, looked up): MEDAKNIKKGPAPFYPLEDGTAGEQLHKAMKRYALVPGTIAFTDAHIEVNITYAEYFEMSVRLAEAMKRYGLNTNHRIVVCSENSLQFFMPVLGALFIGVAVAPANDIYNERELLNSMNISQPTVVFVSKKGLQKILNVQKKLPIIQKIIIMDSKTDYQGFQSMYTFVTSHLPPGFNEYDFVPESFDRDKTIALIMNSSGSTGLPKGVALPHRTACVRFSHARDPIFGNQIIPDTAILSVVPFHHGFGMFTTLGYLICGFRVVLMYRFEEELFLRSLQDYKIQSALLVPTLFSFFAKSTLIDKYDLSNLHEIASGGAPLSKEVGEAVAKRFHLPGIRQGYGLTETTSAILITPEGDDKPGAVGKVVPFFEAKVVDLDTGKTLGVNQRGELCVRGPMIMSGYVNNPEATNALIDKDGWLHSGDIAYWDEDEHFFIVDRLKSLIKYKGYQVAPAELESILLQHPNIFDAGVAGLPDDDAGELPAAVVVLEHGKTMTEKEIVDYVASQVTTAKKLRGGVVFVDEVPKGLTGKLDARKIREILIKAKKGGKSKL
# STAT1 inh = reduces IFN-gamma driven STAT1 reporter signal | NIH 3T3 STAT1-luciferase reporter, luminescence | inhibition, % at 5.5 µM | actives 0.35% (n = 200,000);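 active means inhibition above a set limit, the mean inhibition across all tested compounds plus 3 SD, cut at about 34% in these data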;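 further: 0% = IFN-gamma with DMSO and 100% = IFN-gamma with 300 µM nifuroxazide; values of inactives mirror those of a sister screen read the other way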
# RAM inhibit = blocks the yeast RAM network. S. cerevisiae dse1pr::URA3 reporter, 5-FOA growth OD615, 2 d; analog-sensitive cbk1-as2 kinase mutant strain. inhibition, % at 50 µM. actives 1.8% (n = 190,000). AID 868;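 active means inhibition above a set limit, 3 SD over mean compound inhibition, cut at about 8.4% in these data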;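 further: 0% = DMSO-only wells with no growth and 100% = 10 µM 1-NA-PP1 full growth; inhibition rescues growth on 5-FOA so higher OD means more RAM inhibition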
# APP 5'UTR act = APP 5'UTR luciferase reporter activation; SH-SY5Y APP 5'UTR luciferase reporter, luminescence; zero percent = DMSO vehicle wells; activation, % at 2 µM; actives 1% (n = 190,000); AID 1276;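 active means activation above a set limit, based on mean plus 3 SD of controls, cut at about 140% in these data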; further: values of inactives mirror those of a sister screen read the other way
# APP transl inh = APP translation inhibition; actives 0.82% (n = 190,000); SH-SY5Y APP 5'UTR-luciferase reporter, luminescence; inhibition, % at 2 µM; AID 1285;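 active means inhibition above a set limit, derived from the sample mean plus 3 SD, cut at about 45% in these data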; further: values of inactives mirror those of a sister screen read the other way
# STAT3 activator = STAT3 signaling activation | U3A cells, IL-6 STAT3-luciferase reporter, luminescence; 100% = signal with IL-6 EC80 alone | activation (% of control), % at 5.6 µM | actives 0.91% (n = 190,000);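 active means activation above the screen-wide mean of compound activation plus 3 SD, cut at about 130% in these data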;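 further: 0% = background luminescence of wells with medium and substrate only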
#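 Detection: reporter luminescence signal / Assay system: STAT1-lacking human U3A cells, STAT3 luciferase reporter / Incubation: compound pre-incubation 1 h before IL-6, then 6 h stimulation at 37 °C / Control set: IL-6-only high control / Read-out: % activation relative to IL-6 control / Probe or stimulus: Interleukin-6, 33 ng/mL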
# Hsp70 activator = transcriptional activators of Hsp70; HeLa Hsp70 promoter luciferase reporter, luminescence; scaled: vehicle 0, proteasome-inhibitor control 100%; activation, % at 10 µM; actives 0.04% (n = 200,000);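 active means activation above the mean across all tested compounds plus 3 SD, cutoff set per campaign, cut at about 5.5% in these data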;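 further: 100% = MG132 at 30 µM as the positive control and 0% = DMSO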
# * marks the source's active call; other numbers are inactive results; · = not tested or not shown.
SMILES,STAT3 blocker,STAT1 act,NF-kB expr up,FLuc inhib CS,STAT1 inh,RAM inhibit,APP 5'UTR act,APP transl inh,STAT3 activator,Hsp70 activator
COCCCn1c(=O)c2ccccc2c2ccccc2c1=O,4,104,1,-10,-4,1.8,4,-4,99,-0.1
Cc1ccc(NS(=O)(=O)c2ccc(Br)s2)cc1S(=O)(=O)N1CCOCC1,8,106,1.4,-3,-9,4.8,9,-9,99,-0.1
Cc1cccc2nc(CSc3nnc4ccccn34)cn12,-8,137*,2.7,-6,-40,-0.3,94,-94,107,-0.1
O=C(Nc1cccc(C(F)(F)F)c1)c1cccnc1NCCc1ccccc1,21,113,1.2,5,-15,-1.6,-6,6,86,-0.3
Cc1ccc(NS(=O)(=O)c2ccc(NC(=O)c3cccc(NC(=O)C(C)C)c3)cc2)cc1,27,89,0.84,-8,12,1.9,2,-2,86,-0.1
Cc1nc(SCC(=O)c2ccccc2)c([N+](=O)[O-])[nH]1,2,98,1.1,-1,3,0.6,-10,10,107,-0.3
CN1CCN(C(=O)CCc2nc3ccccc3n2-c2ccccc2)CC1,7,100,1.1,-3,-1,1.8,5,-5,95,-0.3
COc1cccc(C(=O)c2c[nH]c(C(=O)NCc3cccs3)c2)c1,9,98,1.1,-7,2,2.1,·,·,97,0.2
COc1ccc(-n2c(-c3ccc(Br)cc3)c[n+]3c2CCc2ccccc2-3)cc1,72*,78,0.8,-4,25,1.7,2,-2,39,-0.5
O=C(O)C1C2C=CC(O2)C1C(=O)NCc1ccc(Cl)cc1 (stereo not drawn),1,103,1.1,-1,-3,2.0,-14,14,103,-0.1
O=c1cc(N2CCc3ccccc32)[nH]c(=O)n1-c1ccc(Cl)cc1,-6,101,1.1,-2,-2,3.4,-7,7,106,-0.1
CN(C)c1ccc(Nc2nc(N)c([N+](=O)[O-])c(N3CCOCC3)n2)cc1,0,94,1.2,0,7,1.1,-10,10,99,0.0
N#Cc1cccc(-n2c(-c3ccccc3)nnc2-c2ccccc2)c1C#N,13,118,0.65,-6,-19,4.9,-5,5,92,0.5
Cn1c(SCc2ccc(Br)cc2)nnc1-c1ccncc1,12,96,1.2,-9,5,-0.1,19,-19,92,-0.5
COc1ccccc1N(C)S(=O)(=O)c1ccc(C(=O)Nc2ccc(N3CCOCC3)cc2)cc1,12,88,0.66,-2,14,-0.8,5,-5,90,-0.2

# Arranged by the number under STAT1 inh (smallest number first): some entries from above
SMILES	STAT1 inh
Cc1nc(SCC(=O)c2ccccc2)c([N+](=O)[O-])[nH]1	3
Cc1ccc(NS(=O)(=O)c2ccc(NC(=O)c3cccc(NC(=O)C(C)C)c3)cc2)cc1	12
COc1ccc(-n2c(-c3ccc(Br)cc3)c[n+]3c2CCc2ccccc2-3)cc1	25

# (further entries)
SMILES,STAT3 blocker,STAT1 act,NF-kB expr up,FLuc inhib CS,STAT1 inh,RAM inhibit,APP 5'UTR act,APP transl inh,STAT3 activator,Hsp70 activator
COC(=O)c1oc2ccc(Br)cc2c1NC(=O)CN1CCN(C)CC1,8,95,·,·,6,·,-11,11,98,-0.5
COC(=O)N1CCCc2cc(C)ccc21,5,105,1,-10,-7,-0.5,38,-38,103,0.0
CC(C)(C)c1ccc(C(=O)Nn2c(CCC(=O)O)ccc2-c2cccs2)cc1,-2,104,0.95,-1,-4,-0.6,-17,17,103,-0.4
CCSc1nnc(NC(=O)CSc2nnc(-c3c[nH]c4ccccc34)n2CC)s1,9,99,0.95,0,1,3.3,4,-4,99,-0.1
O=C(c1cccnc1)N1CCc2ccccc21,-66,101,0.92,-2,-1,0.7,8,-8,159*,-0.2
CCc1cc2c(=O)n(-c3ccccc3)cnc2s1,7,114,1.7,7,-17,0.9,·,-56,97,0.6
Cc1ccc(OC(=O)COc2ccccc2C)c(-n2nc3ccccc3n2)c1,8,117,3.8*,0,-24,6.5,91,-91,95,0.1
Cc1cc(C)c(C)c(S(=O)(=O)N[C@@H](C)C(=O)OCc2cc(=O)n3cc(Br)ccc3n2)c1C,11,96,1.4,-11,3,2.4,20,-20,97,-0.2
O=C1CN(C(=O)CSc2nnnn2-c2ccc(Cl)cc2)c2ccccc2N1,1,99,0.95,-8,1,0.0,-3,3,106,-0.5
Cc1c(-c2ccccc2)oc2c(C(=O)OCC(=O)Nc3cccc(F)c3)cccc2c1=O,-9,103,0.55,-1,-3,5.6,-1,1,106,-0.1
CC1c2[nH]c3ccccc3c2CCN1C(=O)Nc1ccccc1 (stereo not drawn),22,96,1.2,0,4,0.0,-11,11,83,0.0
O=C(CSc1nc2[nH]ncc2c(=O)[nH]1)NCc1ccc(F)cc1,-4,98,0.95,-3,2,2.1,-3,3,101,-0.3
CCN(Cc1ccncc1)C(=O)c1cccs1,0,97,0.97,-1,3,2.4,-2,2,103,-0.3
CCOC(=O)CNC(=O)CNC(=O)c1ccc(OC)cc1,11,102,1.1,-4,-1,0.1,12,-12,96,-0.1
COc1cccc(OCCNC(=O)c2cccc(OC)c2)c1,-3,100,1.2,-3,-3,1.0,·,45*,105,0.5
O=c1c2cc(N3CCOCC3)ccc2[nH]c(=S)n1CCCN1CCCCC1,3,103,1.1,-7,-3,-0.1,-6,6,100,-0.3
CCN(CC)C(=O)c1cc2c(=O)c3cc(Cl)ccc3oc2nc1C,9,107,1.2,-1,-10,1.8,7,-7,99,-0.2
O=C(CSc1ccc2nnc(-c3ccccn3)n2n1)NCc1ccco1,9,100,0.87,-4,0,1.8,-6,6,100,0.2
COc1cc2c(C(=O)NC3CCCCCC3)cn(C)c(=O)c2cc1OC,-6,99,1.1,-3,1,4.6,15,-15,109,0.2
CCCCN1CNC(=S)N(c2ccc(C(=O)OCC)cc2)C1,-10,107,1.3,-2,-8,1.5,-4,4,108,0.1
Cc1cccc(OCC(O)CNC(=O)c2ccccc2C(=O)O)c1 (stereo not drawn),23,104,·,·,-7,·,3,-3,87,-0.1
Cc1ccn2c(C(=O)CSc3ccc(Cl)cc3)c(C)nc2c1,13,97,1.4,0,3,1.7,-1,1,94,-0.2
O=C(COc1ccc(Cl)cc1Cl)NN=C1CCCCC1,2,109,1.1,2,-10,-0.3,18,-18,106,-0.3
CN(CCCNC(=O)C1CCN(S(=O)(=O)c2cccc3nsnc23)CC1)Cc1ccccc1,6,95,1,-7,6,0.9,-3,3,99,0.0
CCOC(=O)C(C)c1nc2ccccc2[nH]c1=O (stereo not drawn),-1,95,0.94,0,10,-1.6,24,-24,102,-0.4
COc1ccc(-n2nnnc2SC(C)C(N)=O)cc1 (stereo not drawn),6,99,1.2,-4,1,0.7,11,-11,98,-0.2
CC(C)OC(=O)CCC1(C(=O)O)CCC(=O)NC1 (stereo not drawn),3,102,1.1,1,-3,0.9,0,0,100,-0.2
N#Cc1nnn(-c2ccc(Cl)cc2)c1N,4,105,1,-6,-7,0.4,10,-10,99,-0.4
CS(=O)(=O)N1CCN(C2CCN(Cc3ccccc3)CC2)CC1,2,101,0.96,-8,-1,-0.1,-16,16,102,0.1
O=C(Cn1c(=O)oc2ccccc21)NC(=O)NCc1ccccc1,0,104,0.89,-5,-4,0.0,-3,3,103,-0.2

# Taken from above:
# Reading for O=C(COc1ccc(Cl)cc1Cl)NN=C1CCCCC1 in STAT3 blocker: 2
# Reading for Cc1ccn2c(C(=O)CSc3ccc(Cl)cc3)c(C)nc2c1 in STAT3 activator: 94

# Continued.
SMILES,STAT3 blocker,STAT1 act,NF-kB expr up,FLuc inhib CS,STAT1 inh,RAM inhibit,APP 5'UTR act,APP transl inh,STAT3 activator,Hsp70 activator
Cn1cc(Br)c(C(=O)NN2C(=O)C3C(C2=O)C2C=CC3C23CC3)n1 (stereo not drawn),8,89,0.97,-2,9,-1.3,23,-23,95,0.2
COc1ccc(N(CC(O)Cn2cnc3ccccc32)S(=O)(=O)c2ccc(C)cc2)cc1 (stereo not drawn),5,96,0.89,-2,4,0.4,10,-10,104,-0.1
COc1ccccc1NC(=S)N1CCN(c2ccccn2)CC1,3,108,1,0,-9,0.8,-1,1,96,-0.1
Nc1c2c(nc3ccc(Br)cc13)N(C1CCCCC1)CC2,-2,98,0.67,-5,0,0.1,3,-3,102,-0.2
CCOC(=O)C1CCCN(c2ncnc3c2cnn3-c2cccc(C)c2)C1 (stereo not drawn),35,100,0.88,2,-1,-0.8,10,-10,73,-0.4
CC1CCC(NC(=O)C2CC(=O)N(c3ccc4c(c3)OCCO4)C2)CC1 (stereo not drawn),-2,101,1.1,0,0,2.0,4,-4,103,-0.4
CCc1ccc(CCC(=O)Nc2ccc(S(N)(=O)=O)cc2)o1,12,103,0.96,-6,-3,2.2,-20,20,94,-0.4
Cc1ccc(C)c(NC(=O)CCN2CCc3ccccc3C2)c1,-1,113,1.1,4,-16,-0.4,-17,17,102,-0.2
Cc1ccc(OC(=O)c2ccc(C)c(C)c2)cn1,26,96,1.3,23,5,-1.3,1,-1,80,0.2
CCOC(=O)CNC(=O)CSc1nnnn1-c1ccc(C)c(C)c1,1,111,1.1,-4,-12,-0.1,1,-1,107,-0.5
CC1=CCC2C(=O)N(c3ccccc3OC(=O)c3ccccc3F)C(=O)C2C1 (stereo not drawn),-9,97,1.1,-4,4,1.5,-1,1,106,-0.2
Cc1cccc2cc(CN(CCN3CCOCC3)C(=O)Nc3ccccc3F)c(=O)[nH]c12,4,95,0.85,0,5,1.3,1,-1,99,0.0
Cc1cc(C)n(C(=O)CCCCCCCC(=O)n2nc(C)cc2C)n1,8,94,1.1,-3,5,3.1,-17,17,96,0.2
CCCCOCCCNC(=O)c1cccs1,10,93,1,-2,7,-0.9,-10,10,91,-0.5
C/C(=C\C(=O)c1cccnc1)Nc1ccc(C(=O)O)cc1,-1,98,1.6,-2,2,1.8,-9,9,102,-0.5
Cc1cccc2sc(NC(=O)CCNS(=O)(=O)c3cccs3)nc12,-8,100,0.57,-4,0,-1.4,-7,7,108,-0.3
Nn1cc(-c2ccccc2)nc1SCC(=O)N1CCN(S(=O)(=O)c2ccc3ccccc3c2)CC1,-4,104,0.95,-5,-4,0.7,10,-10,109,0.1
CC(C)CC(NS(=O)(=O)c1ccc2c(c1)oc(=O)n2C)C(=O)NCc1cccnc1 (stereo not drawn),8,102,1.1,-4,-3,-1.4,-15,14,100,-0.4
CCC1=NN(C(=O)COc2ccccc2C)C(O)(c2ccncc2)C1 (stereo not drawn),5,94,1,-5,5,0.1,8,-8,99,-0.4
Cc1ccc(NC(=O)Nc2ccc(F)cc2F)c(OC(F)F)c1,27,102,1.3,-2,-4,3.4,6,-6,82,-0.2
O=C(/C=C/c1ccc(Cl)cc1)NC1CCS(=O)(=O)C1 (stereo not drawn),10,108,1.1,-6,-9,2.5,11,-11,97,-0.3
CS(=O)(=O)Nc1cccc(C2=NN(S(C)(=O)=O)C(c3ccc4c(c3)OCO4)C2)c1 (stereo not drawn),-12,125,1.9,-6,-28,1.8,9,-9,113,0.1
COc1ccc2nc(NC(C)=O)sc2c1,-2,139*,2.6,9,-43,0.9,82,-82,103,0.6
CC(C)NC(=O)c1ccc(COCC(F)(F)F)cc1,-6,104,1.3,0,-4,2.0,-4,4,102,-0.2
CCc1nnc(NS(=O)(=O)c2ccc(N=Cc3c(C)[nH]n(-c4cccc(Cl)c4)c3=O)cc2)s1,4,104,1.2,11,-5,2.1,2,-2,99,-0.2

# Screening data from PubChem.
